# HT1080 IDH1KD tx: HT-1080 IDH1 knockdown cell toxicity (counter line). HT-1080 IDH1 knockdown viability, ATP luminescence, 48 h. Potency, µM (highest dose often 46.1 µM), for the others: top-dose activity, negative = toxicity, hits mostly cytotoxic. actives 2% (n = 360,000). AID 686971;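 note: 0% = DMSO wells and -100% = cell-free medium wells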
#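 Luminescent ATP read-out (CellTiter-Glo, 10 min at room temperature) after 48 h compound exposure at 37 °C gave viability of IDH1-knockdown HT-1080 cells. Activity was normalised to DMSO and cell-free wells, then fitted as concentration-response curves.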
# KB-V1 cytotox: KB-V1 MDR subline cytotoxicity; Potency, µM (highest dose often 46.1 µM), without a hit: top-dose activity change, negative = cytotoxicity, hits mostly cytotoxic; actives 3.4% (n = 400,000); AID 1347076; KB-V1 MDR cells viability, CellTiter-Glo, 72 h; note: % is set by controls: 0 for no effect and ±100 for the full control effect; nearly all actives have a fitted effect of over 60% in size
#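 KB-V1, DMEM (no phenol red) + 10% FBS; cpd pin-transferred, titration series; 72 h, 37 degrees C; CellTiter-Glo, luminescence. Data normalized, curve-fit.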
# SW480 rerep: DNA re-replication induction in SW480 cells; SW480 DNA re-replication, Hoechst DNA content imaging, 48 h; Potency, µM (top dose mostly 46.1 µM), inactives show at the highest dose re-replication activation, usual class: activators; actives 1.8% (n = 340,000); AID 624297; note: % of control where 0% means no effect; nearly all actives have a fitted effect of over 55% in size
#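 Quantitative HTS format with DMSO vehicle controls; 48 hr drug incubation at 37 C, then 40 min Hoechst staining and scanning imager measurement at 405 nm excitation.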
# GLP1R inv ag: inverse agonists of human GLP-1 receptor. P43220. actives 1.6% (n = 410,000). HEK293 GLP-1R CRE-luciferase, luminescence, 24 h; GLP-1R form is constitutively active. Potency, µM (titrated, usually from 38.3 µM), without a hit: top-dose activity change, negative = inhibition, hits mostly inhibitors; note: % is set by controls: 0 for no effect and ±100 for the full control effect; nearly all actives have a fitted effect of over 55% in size
# Target sequence (P43220 whole entry, looked up): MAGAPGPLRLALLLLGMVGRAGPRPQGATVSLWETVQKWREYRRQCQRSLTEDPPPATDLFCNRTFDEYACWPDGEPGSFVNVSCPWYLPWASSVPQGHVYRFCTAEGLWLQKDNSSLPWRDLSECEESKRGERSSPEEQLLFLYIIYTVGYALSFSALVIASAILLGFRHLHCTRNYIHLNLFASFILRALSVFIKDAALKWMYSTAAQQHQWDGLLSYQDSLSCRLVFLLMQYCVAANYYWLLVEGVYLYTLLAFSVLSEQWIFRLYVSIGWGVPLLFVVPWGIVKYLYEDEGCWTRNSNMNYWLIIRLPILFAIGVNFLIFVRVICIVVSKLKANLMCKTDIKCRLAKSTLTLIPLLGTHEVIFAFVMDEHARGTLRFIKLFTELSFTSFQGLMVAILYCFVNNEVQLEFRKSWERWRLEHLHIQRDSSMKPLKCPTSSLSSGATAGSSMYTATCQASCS
#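 GLP-1R inverse agonism mode: basal reporter luminescence in engineered HEK293 cells measured after one day of compound exposure at 37 deg C, with a 12 min room-temperature detection step.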
# GLP1R cytotox: cytotoxicity in counter-screen for GLP-1R inverse agonists; AID 624418; HEK293 cAMP-luciferase reporter cells, luminescence, 24 h; Potency, µM (titrated, usually from 38.3 µM), for the others: at the highest dose activity change, negative = inhibition, most hits filed as inhibitors; actives 0.13% (n = 410,000);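 note: loss of luciferase light is scored as toxicity; % is set by controls: 0 for no effect and ±100 for the full control effect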
#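 Seeding density was 200 cells/uL; after overnight-length (12 h) culture, 23 nL compounds went on for 24 h at 37 °C. Readout used a luciferase detection reagent, luminescence taken after 12 min at room temperature.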
# KB-3-1 cytotox: KB-3-1 parental cell cytotoxicity; KB-3-1 viability, CellTiter-Glo ATP luminescence, 72 h; Potency, µM (highest dose often 46.1 µM), for the others: top-dose activity change, negative = cytotoxic, actives largely listed as cytotoxic; actives 1.4% (n = 400,000); note: % is set by controls: 0 for no effect and ±100 for the full control effect; nearly all actives have a fitted effect of over 60% in size
#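 KB-3-1 parental drug-naive adenocarcinoma cells in DMEM/10% FBS, incubated 72 h at 37 C with pin-transferred compounds across a concentration series. Viability by CellTiter-Glo luminescence; concentration-response curves fitted after normalization.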
# TDP43 rescue: rescues yeast growth from TDP-43 toxicity | AID 652104 | TDP-43 expressing yeast growth rescue, BacTiter-Glo, 24 h | actives 1.8% (n = 410,000) | Potency, µM (series often up to 46.1 µM), for inactives: top-dose growth rescue (activation), hits mostly activators; note: % of control where 0% means no effect; nearly all actives have a fitted effect of over 50% in size
#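 Readout is BacTiter-Glo luminescence of cell growth, so inhibitors register as activators. TDP-43-expressing yeast at OD600=0.02 in galactose medium, after raffinose pregrowth to mid-log, were incubated with compound for 24 hr at 30 deg C.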
# GLP-1R agonist: GLP-1 receptor (human) agonism | AID 624172 | HEK293 GLP-1R CRE-luciferase, luminescence, 4-6 h; cells express a hypersensitive GLP-1R form | Potency, µM (top dose mostly 45.6 µM), for the others: at the top dose activation, most hits filed as activators | P43220 | actives 0.007% (n = 380,000); note: % of control where 0% means no effect
# HT1080-NT tox: kills 2HG-producing HT-1080-NT fibrosarcoma cells | actives 1.6% (n = 360,000) | Potency, µM (top dose mostly 46.1 µM), inactives show at the top dose activity, negative = less viability, actives largely listed as cytotoxic | HT-1080-NT fibrosarcoma viability, CellTiter-Glo ATP luminescence, 48 h;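 note: NT is the 2HG producing partner of a matched IDH1 knockdown line; 0% = DMSO-treated cells and -100% = media-only wells without cells; nearly all actives have a fitted effect of over 55% in size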
#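 Compounds were tested in concentration-response format on HT-1080-NT cells for 48 hours at 37 degrees C. Cell viability came from CellTiter-Glo luminescence; curves were classified by r2, response magnitude and activity.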
# Active calls of the source: *; ? = inconclusive; nt = not tested or not shown; [ ] = dose if it differs, or a comment. Calls come from the whole dose curve; as a rule, active = well fitted curve in the direction sought with a large enough effect; inconclusive = small, poorly fitted or top-dose-only effect, or another doubt; inactive = no such curve, though single readings can be large; an effect the other way counts as inactive or inconclusive. Potency is the fitted concentration of half-maximal effect.
SMILES,HT1080 IDH1KD tx,KB-V1 cytotox,SW480 rerep,GLP1R inv ag,GLP1R cytotox,KB-3-1 cytotox,TDP43 rescue,GLP-1R agonist,HT1080-NT tox
CN(C)C(CNC(=O)c1ccc2nccnc2c1)c1ccco1 (stereo not drawn),10%,11%,-3%,28%,-4%,12%,-15%,8%,0%
O=C(N/N=C/c1ccccc1F)c1csc2c1CCCC2,1%,0%,-1%,?,1%,-15%,-29%,-10%,-4%
COc1cc(CCNC2=CC(=O)c3ncccc3C2=O)ccc1O,15µM*,7.3µM*,15µM*,?,?,5.8µM*,13%,-13%,?
COc1ccc(OC)c(C(=O)CC2(O)C(=O)N(Cc3ccccc3C)c3ccccc32)c1 (stereo not drawn),nt,-5%,nt,?,-8%,10%,?,nt,nt
O=C(CC(SCCO)c1ccc2c(c1)OCO2)c1ccco1 (stereo not drawn),7%,-3%,10%,3%,-23%,6%,29%,-8%,1%
COC(=O)c1c(-c2cccs2)csc1NC(=O)c1cc(OC)cc(OC)c1,nt,0%,nt,1%,-2%,3%,3%,nt,nt
COc1ccc(-n2cnc3cc(C(=O)NCCC4=CCCCC4)ccc32)cc1,nt,-4%,nt,?,-17%,-12%,?,nt,nt
C[C@@H](C(=O)Nc1ccc2ccccc2c1)[C@H]1C[C@]1(C)[C@H](NC(=O)c1cccnc1)c1ccccc1,-14%,-13%,14%,?,3%,-5%,29%,-1%,-3%
CC(C)OC(=O)Nc1ccc(Oc2c(F)c(F)c(F)c(F)c2F)cc1,-7%,0%,5%,?,-9%,-4%,7%,2%,10%
COc1cc(Br)c(CCNC(=O)Cc2ccccc2)cc1OC,19%,-2%,-2%,6%,-10%,5%,-3%,6%,30%
CC(=O)COc1c(-c2ccco2)oc2ccccc2c1=O,1%,9%,-3%,25%,-1%,6%,17%,24%,15%
CCOc1cccc(/C(O)=C2/C(=O)C(=O)N(Cc3ccco3)C2c2ccncc2)c1 (stereo not drawn),-2%,12%,-5%[9.22 µM],4%,75%[activator],30%,-11%,5%,-1%
COc1cc(NC(=O)C/C(C)=N/NC(=O)Cc2ccc(Cl)cc2)c(OC)cc1Cl,-3%,?,?,?,?,7%,20%,-1%,0%
Cc1ccc(S(=O)(=O)NCCC(=O)Nc2ccc(Cl)c(Cl)c2)cc1C,-6%,?,0%,?,-23%,-1%,-5%,-6%,2%
CC(=O)c1cccc(NC(=O)c2ccco2)c1,-6%,5%,-9%,22%,-2%,6%,-7%,-1%,17%
CC(C)NC(=O)c1ccc(COCC(F)(F)C(F)F)cc1,0%,-27%,-3%,2%,8%,0%,-22%,21%,-17%
COc1ccc(C(OC(=O)c2cccs2)C(=O)NCC2CCCO2)cc1 (stereo not drawn),5%,-3%,7%,-6%,-14%,5%,-15%,4%,13%
COc1ccc(CCNC(=O)C(=O)NCC2OCCN2S(=O)(=O)c2ccccc2)cc1 (stereo not drawn),3%,?,0%,-2%,4%,-14%,21%,-4%,9%
Nc1nnc(SCC(=O)N2CCN(c3ccccc3)CC2)s1,0%,5%,0%,5%,-4%,11%,11%,-9%,5%
CCN(CC)C(=O)c1sc2c(c1C)c(=O)n(-c1ccc(OC)cc1OC)c(=O)n2CC(=O)c1ccccc1,-4%,-1%,?,-24%,-8%,12%,-16%,3%,-5%
CCOc1ccc(Nc2nc(N)c([N+](=O)[O-])c(NCc3ccccc3)n2)cc1,-11%,-22%,2%,34%[activator],-18%,2%,0%,7%,-16%
COCCN(C(=S)Nc1ccc(C)c(C)c1)C(C)c1ccco1 (stereo not drawn),7%,?,-13%,?,-10%,-18%,?,14%,0%
COc1ccc(OCc2cc(C(=O)N3CCCC(O)C3)no2)c2ccccc12 (stereo not drawn),-10%,nt,-1%,-20%,-1%,nt,29%,9%,-19%
CN1CCN(c2nc(N3CCN(c4ccccc4)CC3)ncc2F)CC1,-4%,-27%,-4%,-18%,-5%,-11%,4%,1%,1%
CCOC(=O)C1CCN(CC(C)(C)NS(=O)(=O)c2ccc(Cl)cc2)CC1,-20%,-7%,10%,?,3%,-10%,-15%,2%,-24%

# With a hit mark in SW480 rerep (from the list above):
SMILES	SW480 rerep	GLP1R inv ag	GLP-1R agonist
COc1cc(CCNC2=CC(=O)c3ncccc3C2=O)ccc1O	15µM*	?	-13%

# Ordered by SMILES length (low to high): some entries from above.
SMILES,HT1080 IDH1KD tx,KB-V1 cytotox,SW480 rerep,GLP1R inv ag,GLP1R cytotox,KB-3-1 cytotox,TDP43 rescue,GLP-1R agonist,HT1080-NT tox
O=C(N/N=C/c1ccccc1F)c1csc2c1CCCC2,1%,0%,-1%,?,1%,-15%,-29%,-10%,-4%
O=C(CC(SCCO)c1ccc2c(c1)OCO2)c1ccco1 (stereo not drawn),7%,-3%,10%,3%,-23%,6%,29%,-8%,1%
CN(C)C(CNC(=O)c1ccc2nccnc2c1)c1ccco1 (stereo not drawn),10%,11%,-3%,28%,-4%,12%,-15%,8%,0%
COCCN(C(=S)Nc1ccc(C)c(C)c1)C(C)c1ccco1 (stereo not drawn),7%,?,-13%,?,-10%,-18%,?,14%,0%
COc1ccc(OCc2cc(C(=O)N3CCCC(O)C3)no2)c2ccccc12 (stereo not drawn),-10%,nt,-1%,-20%,-1%,nt,29%,9%,-19%
Cc1ccc(S(=O)(=O)NCCC(=O)Nc2ccc(Cl)c(Cl)c2)cc1C,-6%,?,0%,?,-23%,-1%,-5%,-6%,2%
CCOC(=O)C1CCN(CC(C)(C)NS(=O)(=O)c2ccc(Cl)cc2)CC1,-20%,-7%,10%,?,3%,-10%,-15%,2%,-24%
COc1cc(NC(=O)C/C(C)=N/NC(=O)Cc2ccc(Cl)cc2)c(OC)cc1Cl,-3%,?,?,?,?,7%,20%,-1%,0%
CCOc1cccc(/C(O)=C2/C(=O)C(=O)N(Cc3ccco3)C2c2ccncc2)c1 (stereo not drawn),-2%,12%,-5%[9.22 µM],4%,75%[activator],30%,-11%,5%,-1%
COc1ccc(OC)c(C(=O)CC2(O)C(=O)N(Cc3ccccc3C)c3ccccc32)c1 (stereo not drawn),nt,-5%,nt,?,-8%,10%,?,nt,nt
C[C@@H](C(=O)Nc1ccc2ccccc2c1)[C@H]1C[C@]1(C)[C@H](NC(=O)c1cccnc1)c1ccccc1,-14%,-13%,14%,?,3%,-5%,29%,-1%,-3%

# Later entries:
SMILES,HT1080 IDH1KD tx,KB-V1 cytotox,SW480 rerep,GLP1R inv ag,GLP1R cytotox,KB-3-1 cytotox,TDP43 rescue,GLP-1R agonist,HT1080-NT tox
COc1ccc(C2C=C(c3ccc(C)cc3)Nc3c(C(=O)Nc4ccccc4)cnn32)cc1 (stereo not drawn),nt,?,nt,-3%,18%,-17%,?,nt,nt
COc1ccc(Cl)cc1S(=O)(=O)N1CCCC(C(=O)NCc2ccncc2)C1 (stereo not drawn),-3%,nt,1%,0%,-7%,nt,-1%,0%,1%
C/C(CC(=O)Nc1cccc2c1CCCC2)=N\NC(=O)Cc1ccccc1,-1%,-14%,-8%,-29%,9%,-1%,0%,6%,13%
O=C(CSc1ncc2c(n1)-c1ccccc1N(Cc1ccccc1)S2(=O)=O)Nc1ccccc1,nt,6%,nt,-2%,-9%,4%,20%,nt,nt
CCOC(=O)c1c(C)sc(-c2c(-c3ccc4c(c3)OCCO4)[nH]c3c2c(=O)n(C)c(=O)n3C)c1O,nt,-9%,nt,3%,5%,-12%,12%,nt,nt
CC(C)Oc1ccc(/C=C/C(=O)NCC2COc3ccccc3O2)cc1 (stereo not drawn),-22%,?,-6%,?,4%,5%,18µM*,13%,-17%
CCC(C)Nc1nc2c(c(=O)n(C)c(=O)n2C)n1Cc1ccc(F)cc1 (stereo not drawn),-22%,?,6%,-5%,-8%,-20%,-24%,10%,-5%
CCOCCn1c(=O)c2c(nc3n2CCCN3Cc2ccccc2)n(C)c1=O,-2%,4%,-4%,-8%,-3%,20%,-1%,19%,-1%
Cc1cccc(NC(=O)C2CCN(S(=O)(=O)c3ccc4c(c3)C(C)(C)C(=O)N4C)CC2)c1C,1%,-11%,-5%,4%,-25%,-7%,13%,0%,-1%
CC1(C)CCCC(C)(C)N1CC(O)COCCOc1ccc(Br)cc1 (stereo not drawn),-14%,?,2%,?,?,-24%,22%,2%,-24%
Cc1cc(C(F)(F)F)c(C#N)c(SCC(=O)NC(C)(C)C)n1,-5%,0%,-8%,-3%,25%,0%,0%,15%,-1%
O=C(Cn1ccc2ccccc2c1=O)NCCC(=O)N1CCN(C2CCCCC2)CC1,-4%,-2%,-6%,2%,4%,-3%,-17%,0%,-6%
CCOc1nc2cnccc2n(CC(=O)Nc2c(C)cccc2CC)c1=O,-1%,2%,-9%,3%,0%,2%,12%,-2%,3%
CCCn1c(=NC(=O)c2cc3ccccc3o2)c(C(=O)OCC)cc2c(=O)n3ccccc3nc21,nt,16%,nt,-7%,6%,4%,19%,nt,nt
O=C(NCC1CCCO1)c1cn(-c2ccccc2)nc1-c1ccc(F)cc1 (stereo not drawn),-7%,10%,-5%,?,4%,3%,27%,4%,-2%

# Assay outcomes from PubChem BioAssay.

# Rows are unselected, and some 9.4% of all compounds hit somewhere here.
